Assay outcomes (PubChem)
Mtb BioA inh: BioA (M. tuberculosis) enzyme inhibition; purified M. tuberculosis BioA enzyme, plate reader; inhibition, % at 9.99 µM; 0.096% of 360,000 active; AID 602481; in the data active = inhibition above about 40%
* marks the source's active call; other numbers are inactive results. Only part of the results is shown; count on the stated rates, not on these rows.

Start of the data: the first six entries as a preview:
SMILES | Mtb BioA inh
Cc1noc(C)c1S(=O)(=O)Nc1cccc2c1O[C@H](CN(C)Cc1ccccc1)[C@H](C)CN([C@H](C)CO)C2=O | -1.5
O=C(C[C@@H]1C[C@@H]2c3cc(NS(=O)(=O)c4ccc(F)cc4)ccc3O[C@@H]2[C@@H](CO)O1)NCc1cccc(F)c1 | 1.4
Cc1ccc(S(=O)(=O)N(C)C[C@@H]2Oc3c(NS(C)(=O)=O)cccc3C(=O)N([C@@H](C)CO)C[C@H]2C)cc1 | 1.5
CO[C@@H]1CN(C)C(=O)c2ccc(NS(=O)(=O)c3cn(C)cn3)cc2OC[C@H](C)NC[C@H]1C | -1.1
COc1ccc(NC(=O)Nc2ccc3c(c2)C(=O)N([C@@H](C)CO)C[C@@H](C)[C@@H](CN(C)S(=O)(=O)c2cccs2)OCCCC[C@@H](C)O3)cc1 | -0.3
CC(C)NC(=O)N[C@H]1C=C[C@H](CC(=O)O)O[C@@H]1CO | -2.4

The list itself, from the first entry:
SMILES | Mtb BioA inh
Cc1noc(C)c1S(=O)(=O)Nc1cccc2c1O[C@H](CN(C)Cc1ccccc1)[C@H](C)CN([C@H](C)CO)C2=O | -1.5
O=C(C[C@@H]1C[C@@H]2c3cc(NS(=O)(=O)c4ccc(F)cc4)ccc3O[C@@H]2[C@@H](CO)O1)NCc1cccc(F)c1 | 1.4
Cc1ccc(S(=O)(=O)N(C)C[C@@H]2Oc3c(NS(C)(=O)=O)cccc3C(=O)N([C@@H](C)CO)C[C@H]2C)cc1 | 1.5
CO[C@@H]1CN(C)C(=O)c2ccc(NS(=O)(=O)c3cn(C)cn3)cc2OC[C@H](C)NC[C@H]1C | -1.1
COc1ccc(NC(=O)Nc2ccc3c(c2)C(=O)N([C@@H](C)CO)C[C@@H](C)[C@@H](CN(C)S(=O)(=O)c2cccs2)OCCCC[C@@H](C)O3)cc1 | -0.3
CC(C)NC(=O)N[C@H]1C=C[C@H](CC(=O)O)O[C@@H]1CO | -2.4
O=C(C1=C[C@H](c2coc3ccccc3c2=O)C[C@H](OCc2ccc(CO)cc2)O1)N1CCCCCCC1 | -1.5
C[C@H](NC(=O)C[C@@H]1CC[C@H]2[C@@H](COc3ccc(NS(=O)(=O)c4ccc(Cl)cc4)cc3C(=O)N2C)O1)c1ccccc1 | 1.0
C[C@@H]1CN([C@@H](C)CO)C(=O)c2cccc(NC(=O)C3CCOCC3)c2O[C@@H]1CN(C)CC1CCCCC1 | 1.7
C[C@@H]1CN([C@H](C)CO)S(=O)(=O)c2ccc(-c3ccc(C(=O)N(C)C)cc3)cc2O[C@H]1CN(C)Cc1ccccc1C(=O)O | -1.3
C/C=C/c1ccc2c(c1)O[C@H](CN(C)C(=O)NC1CCCCC1)[C@H](C)CN([C@H](C)CO)S2(=O)=O | 1.7
O=C(C[C@@H]1CC[C@H]2[C@@H](COC[C@@H](O)CN2Cc2ccc3c(c2)OCO3)O1)Nc1ccc(-c2ccccc2)cc1 | -1.4
N#C[C@H]1[C@H](c2ccc(C3=CCCCC3)cc2)[C@H](CO)N1C(=O)NC1CCCCC1 | -2.1
C[C@@H]1CN([C@@H](C)CO)C(=O)c2cccc(NS(=O)(=O)c3cccs3)c2O[C@@H]1CN(C)S(=O)(=O)c1ccc(Cl)cc1 | 1.3
C[C@@H]1CCCCO[C@@H](CN(C)S(=O)(=O)c2cccs2)[C@@H](C)CN([C@@H](C)CO)C(=O)c2cc(NC(=O)Nc3ccccc3)ccc2O1 | 1.0
C/C=C/c1cnc2c(c1)C(=O)N([C@@H](C)CO)C[C@H](C)[C@@H](CN(C)S(=O)(=O)c1cccs1)O2 | 0.9
CCCC#Cc1ccc([C@@H]2[C@@H](C#N)N(C(=O)C3CC3)[C@H]2CO)cc1 | -0.5
CO[C@@H]1CN(C)C(=O)c2ccc(NS(C)(=O)=O)cc2OC[C@@H](C)N(CC2CC2)C[C@@H]1C | -0.5
COc1ccccc1C(=O)N1C[C@@H]2[C@H](c3ccccc31)[C@H](CO)N2C(=O)Cc1cccnc1 | -0.8
CCNC(=O)C[C@H]1C=C[C@@H](NC(=O)NC2CCCCC2)[C@@H](CO)O1 | -1.4
CCCC#Cc1cnc2c(c1)C(=O)N([C@@H](C)CO)C[C@@H](C)[C@@H](CN(C)C(=O)c1ccc(F)cc1)O2 | 0.1
COc1ccc(NC(=O)Nc2ccc3c(c2)C(=O)N([C@H](C)CO)C[C@H](C)[C@H](CN(C)C(=O)NC2CCCCC2)O3)cc1 | -3.1
CC(C)NC(=O)N(C)C[C@H]1Oc2ccc(NC(=O)Nc3ccc(F)cc3)cc2CC(=O)N([C@@H](C)CO)C[C@H]1C | -2.1
CO[C@@H]1CN(C)C(=O)c2ccc(NC(=O)c3cc(C)on3)cc2OC[C@H](C)N(C(C)=O)C[C@H]1C | 1.2
C[C@H]1CN([C@@H](C)CO)C(=O)Cc2cc(NC(=O)CCCCCC(=O)Nc3ccccc3N)ccc2O[C@@H]1CN(C)Cc1ccc(C(F)(F)F)cc1 | 0.1

Single entries from above.
Mtb BioA inh with C[C@H]1CN([C@@H](C)CO)C(=O)Cc2cc(NC(=O)CCCCCC(=O)Nc3ccccc3N)ccc2O[C@@H]1CN(C)Cc1ccc(C(F)(F)F)cc1 stands at 0.1
Mtb BioA inh with C[C@H](NC(=O)C[C@@H]1CC[C@H]2[C@@H](COc3ccc(NS(=O)(=O)c4ccc(Cl)cc4)cc3C(=O)N2C)O1)c1ccccc1 stands at 1.0

(cont.)
SMILES | Mtb BioA inh
C[C@@H]1CCCCO[C@H](CN(C)C(=O)CCCN(C)C)[C@@H](C)CN([C@@H](C)CO)C(=O)c2cc(NC(=O)NC3CCCCC3)ccc2O1 | 0.5
O=C(C[C@@H]1C[C@H]2c3cc(NC(=O)CC4CC4)ccc3O[C@H]2[C@H](CO)O1)NCc1ccccc1F | 1.2
C[C@@H]1CN([C@@H](C)CO)C(=O)Cc2cc(NS(=O)(=O)c3cccs3)ccc2O[C@@H]1CN(C)Cc1ccc(C(=O)Nc2ccccc2N)cc1 | 0.2
C[C@@H]1CN([C@@H](C)CO)C(=O)c2cccc(NC(=O)Nc3ccc(F)cc3)c2O[C@H]1CN(C)C | 4.9
CN1C(=O)c2cc(NC(=O)C3CC3)ccc2OC[C@H]2O[C@@H](CC(=O)NCCc3ccncc3)CC[C@@H]21 | -3.8
C[C@H](CO)N1C[C@H](C)[C@H](CN(C)S(=O)(=O)c2ccc(F)cc2)Oc2ccc(NC(=O)Nc3cccc4ccccc34)cc2CC1=O | -2.7
CO[C@H]1CN(C)C(=O)c2ccc(NC(=O)c3ccccc3F)cc2OC[C@H](C)N(CC2CCOCC2)C[C@H]1C | 0.0
C[C@H](CO)N1C[C@H](C)[C@H](CN(C)Cc2ccc(-c3ccccc3)cc2)Oc2cc(C#C[C@@H](C)O)ccc2S1(=O)=O | -1.6
COc1ccccc1CNC(=O)C[C@H]1C=C[C@H](NC(=O)CC2CC2)[C@H](CO)O1 | 0.0
O=C(c1cccc(F)c1)N1CCCCN2[C@H](CO)[C@H](c3ccc(-c4cncnc4)cc3)[C@@H]2C1 | 0.6
O=C(C[C@@H]1C[C@H]2c3cc(NC(=O)Nc4ccccc4)ccc3O[C@H]2[C@@H](CO)O1)NC1CCCC1 | -0.8
C[C@H](NC(=O)C[C@H]1CC[C@H]2[C@@H](COC[C@H](O)CN2C(=O)Nc2cccc(F)c2)O1)c1ccccc1 | 4.5
C[C@H](CO)N1C[C@H](C)[C@H](CN(C)S(=O)(=O)c2ccccc2)Oc2c(NC(=O)Nc3ccc(F)cc3)cccc2C1=O | -1.3
CO[C@H]1CC[C@@H]2CCN(C)C(=O)[C@H](C)N(C)C(=O)c3cccc(C#N)c3OC[C@H]1O2 | -1.5
C[C@@H]1CN([C@@H](C)CO)C(=O)c2cc(NS(=O)(=O)c3cn(C)cn3)ccc2O[C@@H]1CN(C)S(=O)(=O)c1ccccc1 | 0.3
C[C@@H]1CN([C@@H](C)CO)C(=O)c2cc(NC(=O)c3ccncc3)ccc2O[C@@H](C)CCCCO[C@H]1CN(C)Cc1ccncc1 | -1.9
O=C(C[C@@H]1C[C@@H]2c3cc(NC(=O)Nc4ccc(F)cc4)ccc3O[C@@H]2[C@H](CO)O1)NCC(F)(F)F | -2.2
C[C@@H]1CN([C@H](C)CO)C(=O)c2cc(C3=CCCCC3)cnc2O[C@H]1CN(C)C(=O)c1ccc(F)cc1 | 8.7
O=C(c1cccnc1)N1CC[C@@H]2[C@@H](CO)Nc3ccc(-c4ccccc4)cc3[C@@H]21 | 18.1
COc1cccc(-c2cnc3c(c2)C(=O)N([C@@H](C)CO)C[C@H](C)[C@H](CN(C)C(=O)CN(C)C)O3)c1 | -0.8
COc1ccc(NC(=O)N(C)C[C@H]2Oc3ncc(C#C[C@H](C)O)cc3C(=O)N([C@@H](C)CO)C[C@H]2C)cc1 | 0.3
O=C(NCC[C@@H]1CC[C@H](NS(=O)(=O)Cc2ccccc2)[C@@H](CO)O1)C1CCCC1 | 4.3
O=C(C[C@@H]1CC[C@@H]2[C@H](COC[C@H](O)CN2C(=O)Nc2ccc(Cl)cc2)O1)NCC1CCCCC1 | -1.9
CC=Cc1ccc2n(c1=O)C[C@H]1[C@H](CO)[C@@H](C(=O)NCC(F)(F)F)N(C(=O)c3cccnc3)[C@@H]21 (mixture of isomers) | -2.0
COc1ccc(CN(C)C[C@@H]2OCCCC[C@@H](C)Oc3ccc(NS(=O)(=O)c4cn(C)cn4)cc3C(=O)N([C@@H](C)CO)C[C@H]2C)cc1 | -4.0
Going on with the list:
SMILES | Mtb BioA inh
C[C@@H]1CN([C@H](C)CO)C(=O)c2cccc(NS(=O)(=O)c3ccccc3)c2O[C@@H]1CN(C)Cc1ccc(C(=O)O)cc1 | -1.3
O=C(NCc1nc2ccccc2[nH]1)C1=C[C@H](c2ccc(Br)cc2)C[C@H](OCCCCO)O1 | 0.0
C[C@H]1CN([C@@H](C)CO)S(=O)(=O)c2ccc(Br)cc2O[C@H]1CN(C)C(=O)c1ccccc1F | 3.9
C[C@H](CO)N1C[C@H](C)[C@H](CN(C)C(=O)Nc2ccc(F)cc2)Oc2ccc(NS(C)(=O)=O)cc2CC1=O | 1.6
O=S(=O)(Cc1ccccc1)N1CCCCN2[C@H](C1)[C@@H](c1ccc(-c3ccc(F)cc3)cc1)[C@@H]2CO | -1.3
CO[C@H](CN(C)C(=O)c1ccccc1F)[C@@H](C)CN([C@H](C)CO)S(=O)(=O)c1ccc(C)cc1 | 0.5
COc1ccc(S(=O)(=O)Nc2ccc3c(c2)C(=O)N([C@H](C)CO)C[C@H](C)[C@@H](CN(C)C)O3)cc1 | 0.5
COc1ccc(S(=O)(=O)N(C)C[C@H]2OCCCC[C@H](C)Oc3ccc(NC(=O)NC4CCCCC4)cc3C(=O)N([C@H](C)CO)C[C@@H]2C)cc1 | -2.3
CCCNC(=O)N1C[C@@H]2[C@H](c3ccccc31)[C@@H](CO)N2Cc1ccc2c(c1)OCO2 | -0.6
O=C(C[C@H]1CC[C@@H]2[C@H](COC[C@@H](O)CN2Cc2ccccc2F)O1)N[C@H]1CCN(Cc2ccccc2)C1 | 0.8
CC(C)CN1C(=O)[C@@]2(c3ccc([N+](=O)[O-])cc3)CC(=O)N(CC3C4CC5CC(C4)CC3C5)[C@@H]2c2ccc(CO)cc21 (some centres not stated) | 0.5
C[C@@H]1CN([C@@H](C)CO)C(=O)c2cccc(NC(=O)c3ccc(-c4nccs4)cc3)c2O[C@@H]1CN(C)Cc1ccc(-c2ccccc2)cc1 | -2.6
C[C@@H]1CN([C@H](C)CO)C(=O)c2cc(C#CCN(C)C)cnc2O[C@@H]1CN(C)C(=O)Cc1ccncc1 | -0.2
C[C@@H]1CN([C@@H](C)CO)C(=O)Cc2cc(NC(=O)Cn3cnnn3)ccc2O[C@H]1CN(C)Cc1ccc(Cl)c(Cl)c1 | 6.3
C[C@@H]1CN([C@H](C)CO)C(=O)c2cccc(NC(=O)Nc3ccc(C(F)(F)F)cc3)c2O[C@H]1CN(C)C(=O)Nc1ccccc1 | 1.8
CNC[C@H]1Oc2c(NC(=O)NC(C)C)cccc2C(=O)N([C@H](C)CO)C[C@@H]1C | -2.9
Cc1ccc(S(=O)(=O)Nc2cccc3c2O[C@@H](CN(C)CC2CC2)[C@@H](C)CN([C@H](C)CO)C3=O)cc1 | 1.1
COc1cccc(NC(=O)N(C)C[C@@H]2Oc3ncc(/C=C/c4ccccc4)cc3C(=O)N([C@@H](C)CO)C[C@@H]2C)c1 | -1.4
CCCNC(=O)N1[C@@H](C#N)[C@@H](c2ccc(C3=CCCCC3)cc2)[C@@H]1CO | -2.2
C[C@@H]1CN([C@@H](C)CO)C(=O)CCCn2cc(nn2)CO[C@@H]1CN(C)C(=O)Oc1ccc2ccccc2c1 | 0.0
CO[C@H]1CN(C)C(=O)c2cc(NS(C)(=O)=O)ccc2OC[C@H](C)N(Cc2ccccc2)C[C@H]1C | -0.4
O=C(N[C@H]1CC[C@@H](CCNC(=O)C2CCCC2)O[C@@H]1CO)c1ccccn1 | 0.1
O=C(C[C@H]1CC[C@@H](NC(=O)Nc2ccc(C(F)(F)F)cc2)[C@H](CO)O1)NCc1cc(F)cc(F)c1 | -0.5
C[C@@H]1CN([C@H](C)CO)C(=O)c2cccc(NC(=O)c3nc4ccccc4s3)c2O[C@@H]1CN(C)Cc1ccc(-c2ccccc2)cc1 | -0.9
CN(C)C(=O)C[C@H]1C[C@@H]2c3cc(NC(=O)c4ccc5c(c4)OCO5)ccc3O[C@@H]2[C@H](CO)O1 | -0.4
O=C(N[C@@H]1CC[C@H](CC(=O)N2CCc3ccccc3C2)O[C@@H]1CO)C1CCC1 | 0.5
CC(C)C#Cc1cnc2c(c1)C(=O)N([C@@H](C)CO)C[C@H](C)[C@H](CN(C)C(=O)c1cccnc1)O2 | -1.4
CCCNC(=O)N1C[C@H](O)COC[C@@H]2O[C@@H](CC(=O)N3CCN(C)CC3)CC[C@H]21 | 0.5
O=C(C[C@H]1C[C@@H]2c3cc(NC(=O)c4cccnc4)ccc3O[C@@H]2[C@@H](CO)O1)NCc1ccccc1F | 29.8

In the list so far, 2 contain bromine.
SMILES | Mtb BioA inh
O=C(NCc1nc2ccccc2[nH]1)C1=C[C@H](c2ccc(Br)cc2)C[C@H](OCCCCO)O1 | 0.0
C[C@H]1CN([C@@H](C)CO)S(=O)(=O)c2ccc(Br)cc2O[C@H]1CN(C)C(=O)c1ccccc1F | 3.9
